Sm TGR inh – S. mansoni TGR enzyme inhibition; actives 3% (n = 360,000); purified TGR, DTNB reduction, TNB absorbance 405 nm; Q962Y6; Potency, µM (titrated, usually from 114 µM), without a hit: at the top dose activity change, negative = inhibition, most hits filed as inhibitors; note: potency is the fitted concentration of half-maximal effect; % is set by controls: 0 for no effect and ±100 for the full control effect; nearly all actives have a fitted effect of over 60% in size
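Kinetic colorimetric format: TGR-catalysed, NADPH-driven DTNB reduction monitored via TNB absorbance. Enzyme dispensed at 20 nM; compound exposure 15 min at room temperature before reaction start.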
Shiga inhibitor – inhibitors of Shiga toxin in Vero cells; AID 2315; actives 9.2% (n = 290,000); Vero cells, Shiga toxin protein synthesis inhibition reporter; inhibition, % at 38.7 µM; in the data active = inhibition mostly above about 28%, no sharp cut-off; inactive = mostly below about 43%; note: 0% is about no effect
CHX counter – counter-screen hit for Shiga toxin inhibitors, cycloheximide | actives 12% (n = 300,000) | max response, % | cell reporter, cycloheximide protein synthesis inhibition counterscreen; in the data active = max response mostly above about 13%, no sharp cut-off; inactive = mostly below about 14%; note: read at 38.3 µM for the half of the compounds with a filed dose; 0% is about no effect
Pf growth 96h – P. falciparum growth inhibition at 96 hours | actives 6.9% (n = 320,000) | P. falciparum luciferase reporter growth, 96 h | Potency, µM (series often up to 28.7 µM), inactives show top-dose activity change, negative = inhibition, actives largely listed as inhibitors; note: potency is the fitted concentration of half-maximal effect; % is set by controls: 0 for no effect and ±100 for the full control effect
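Plates of compound plus infected erythrocytes (2% hematocrit, 0.05% parasitemia final) incubate 96 hours, 37 C, 5% CO2. Detection reagent added; reduced luminescence from the parasites' luciferase reporter flags inhibition.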
FBPA Giardia inh – inhibitors of Giardia lamblia fructose-1,6-bisphosphate aldolase. purified Giardia FBPA. Potency, µM (doses to about 59.6 µM), for the others: top-dose activity, negative = inhibition, usual class: inhibitors. A8B2U2. actives 0.71% (n = 290,000); note: potency is the fitted concentration of half-maximal effect; % is set by controls: 0 for no effect and ±100 for the full control effect; nearly all actives have a fitted effect of over 55% in size
Target sequence (A8B2U2 whole entry, looked up): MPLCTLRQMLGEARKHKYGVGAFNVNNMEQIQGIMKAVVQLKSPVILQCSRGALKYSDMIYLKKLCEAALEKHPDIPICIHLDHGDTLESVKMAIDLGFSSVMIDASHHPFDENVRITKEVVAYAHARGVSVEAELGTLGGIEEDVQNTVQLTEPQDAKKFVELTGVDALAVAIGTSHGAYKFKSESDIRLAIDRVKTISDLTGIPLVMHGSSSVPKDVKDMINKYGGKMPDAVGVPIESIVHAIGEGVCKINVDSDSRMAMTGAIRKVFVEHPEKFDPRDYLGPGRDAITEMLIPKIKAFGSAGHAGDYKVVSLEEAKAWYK
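Giardia FBPA (40 nM reagent) was preincubated 10 min at RT with compound (up to 57.5 uM final), then substrate plus GAPDH/TPI/NAD/arsenate coupling system with diaphorase/resazurin was added; resorufin fluorescence (525/598 nm) was read after 20 min.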
Pf growth 48h – inhibits P. falciparum growth in the first generation, 48 h; P. falciparum luciferase growth in erythrocytes, 48 h; Potency, µM (series often up to 28.7 µM), for inactives: at the top dose activity change, negative = inhibition, most hits filed as inhibitors; actives 5.9% (n = 310,000); AID 504832; note: potency is the fitted concentration of half-maximal effect; % is set by controls: 0 for no effect and ±100 for the full control effect
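In quantitative HTS format, infected erythrocytes bearing luciferase-reporter parasites were treated for a single generation at 37 C. Luminescence after adding detection reagent served as the growth measure.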
Numbers without * were called inactive; ? = inconclusive; nt = no result given; + = active, no number; [ ] = remark or other dose. Unless noted, calls come from the whole dose curve; as a rule, active = well fitted curve in the direction sought with a large enough effect; inconclusive = small, poorly fitted or top-dose-only effect, or another doubt; inactive = no such curve, though single readings can be large; an effect the other way counts as inactive or inconclusive.

cpd	SMILES	Sm TGR inh	Shiga inhibitor	CHX counter
1	COc1ccc(-n2c(C)nc(N)c2C(=O)c2ccccc2)cc1	15%	-8	1
2	Oc1oc(-c2ccccc2)nc1C=Nc1ccccc1	1%	115*	46*
3	Cc1ccc2[nH]c(=O)c(C3C(C#N)=C(N)Oc4c3ccc3cccnc43)cc2c1 (configuration not stated)	16µM*	-5	-3
4	COCCOC(=O)C1=C(C)NC(=O)NC1c1cc2c(cc1Br)OCO2 (configuration not stated)	-4%	14	-6
5	Cc1ccc(CN2CCN(C3CCCC3)C(CCO)C2)s1 (configuration not stated)	nt	-3	-1
6	COc1ccc(S(=O)(=O)Nc2cccc(C)n2)c2ccccc12	-9%	-11	-4
7	CSCCC(NC(=O)c1ccccc1)C(=O)NCCc1ccccc1 (configuration not stated)	6%	24	4
8	O=c1[nH]cnc2c1sc(=S)n2-c1ccccc1	4%	-7	-1
9	CCc1cccc(NC(=O)CSCc2nc3sc(C)c(C)c3c(=O)[nH]2)c1	8%	nt	nt
10	CCOC(=O)c1c(C)[nH]c(C)c1S(=O)(=O)Nc1ccc(CN2CCCCC2)cc1	0%	-1	-2
11	CC(OC(=O)CC1Sc2ccccc2NC1=O)C(=O)NC1CCCC1 (configuration not stated)	-19%	-11	-4
12	CC(=O)c1cccc(NS(=O)(=O)c2cc(OCC(N)=O)c(C)cc2Cl)c1	8%	-12	-3

cpd	Pf growth 96h	FBPA Giardia inh	Pf growth 48h
1	36%[activator]	8%	0%
2	38%[activator]	-6%	12%
3	nt	26%	?
4	?	-2%	-13%
5	-3%	9%	24%
6	nt	0%	-29%
7	49%[activator]	4%	4%
8	nt	6%	58%[activator]
9	?	nt	?
10	5.9µM*	-2%	?
11	-10%	4%	3%
12	?	-9%	-1%

Remaining list, next part:
cpd	SMILES	Sm TGR inh	Shiga inhibitor	CHX counter
13	CN(CC(=O)NCc1ccco1)C(=O)C1CC(=O)N(c2ccc3c(c2)OCCO3)C1 (configuration not stated)	?	nt	nt
14	COc1cccc(-c2nnn(CC(=O)Nc3ccc(C)cc3C)n2)c1OC	2%	-10	-2
15	O=C(Nc1cccc(C(F)(F)F)c1)C(SCCO)c1ccccc1 (configuration not stated)	-18%	-11	-8
16	Cc1cccn2c(=O)c3cc(C(=O)NC4CCCCC4C)n(C)c3nc12 (configuration not stated)	-4%	-7	-6
17	CN(C)C(CNC(=O)CCc1c[nH]c2ccccc12)c1ccccc1 (configuration not stated)	-18%	4	0
18	CCCn1c(N)[n+](CC(=O)c2ccco2)c2ccccc21	-14%	-24	-5
19	COc1ccc(Nc2nc(C(=O)N(CCO)Cc3ccccc3)cs2)cc1	6%	-19	-4
20	O=C(Nc1nccs1)C(Br)C(Br)c1ccccc1 (configuration not stated)	-16%	69*	34*
21	CCOC(=O)C1CCN(C(=S)Nc2cc(OC)c(OC)cc2C(=O)OC)CC1	-19%	13	-3
22	COC(=O)c1c(-c2ccccc2)csc1NC1=NS(=O)(=O)c2ccccc21	6%	+	62*
23	O=C1NC(Cc2ccccc2)C(=O)Nc2ccc(Br)cc21 (configuration not stated)	0%	-8	-1
24	CCN=c1sc(C(=O)OC)cc(=O)n1CC	-1%	4	1

cpd	Pf growth 96h	FBPA Giardia inh	Pf growth 48h
13	1%	nt	5%
14	29%	5%	24%
15	-84%	-5%	11%
16	7%	-3%	-25%
17	20%	-4%	23%
18	34%[activator]	2%	?
19	10%	-13%	?
20	146%[activator]	-4%	100%[activator]
21	nt	-5%	-16%
22	100%[activator]	27%	-8%
23	0%	-3%	-7%
24	?	3%	9%

Further entries:
cpd	SMILES	Sm TGR inh	Shiga inhibitor	CHX counter
25	COc1ccccc1N(CN1C(=O)c2ccccc2C1=O)C(=O)c1cccc(C)c1	-4%	-8	-9
26	O=C1CSC(=S)N1N1C(=O)c2cccc([N+](=O)[O-])c2C1=O	?	15	-2
27	COc1ccc(/C=C2\CCCC3C2=NN(C(=O)c2ccco2)C3c2ccc(OC)c(OC)c2)cc1OC (configuration not stated)	10%	4	7
28	O=C(CCN1CCCCCC1)Nc1ccc2c(c1)OCCO2	7%	27	13
29	CCC(=S)/C=C1\Sc2ccc3ccccc3c2N1CCCS(=O)(=O)O	?	-18	1
30	CC(C)Cc1nnc(NC(=O)c2ccc3c(=O)n4c(nc3c2)CCC4)s1	-7%	-6	-3
31	CC[C@@H]1/C=C(\C)C[C@H](C)C[C@H](OC)[C@H]2O[C@@](O)(C(=O)C(=O)N3CCCC[C@H]3C(=O)O[C@H](/C(C)=C/[C@@H]3CC[C@@H](O)[C@H](OC)C3)[C@H](C)[C@@H](O)CC1=O)[C@H](C)C[C@@H]2OC	nt	-12	-4
32	CC1=CC(C)(C)N(C(=O)CN2C(=O)CCC2=O)c2ccccc21	12%	2	6
33	O=C(O)c1cccc(N2C(=O)C3C4C=CC(C4=C(c4ccccc4)c4ccccc4)C3C2=O)c1 (configuration not stated)	nt	-11	-4
34	CCC1CCCCN1C(=O)COC(=O)c1cc2ccccc2cc1O (configuration not stated)	31%[11.4 µM]	80*	50*
35	CCN(CC)S(=O)(=O)c1cccc(C(=O)N[C@H](C(=O)O)C(C)C)c1	10%	-3	7
36	COc1ccc(CN2CCOCCOCCN(Cc3ccc(OC)cc3)CCOCCOCC2)cc1	-16%	6	-3

cpd	Pf growth 96h	FBPA Giardia inh	Pf growth 48h
25	-30%	-2%	2%
26	16%	18µM*	-3%
27	?	nt	?
28	25%	?	-15%
29	21%	-20%	-7%
30	-19%	-17%	-21%
31	nt	-7%	nt
32	36%[activator]	?	28%
33	22%	-19%	?
34	-8%	-3%	nt
35	17%	6%	nt
36	?	3%	13µM*

(listing goes on)
cpd	SMILES	Sm TGR inh	Shiga inhibitor	CHX counter
37	C#CCNC(=O)C1=C[C@H](c2ccccc2)C[C@H](OCCCCO)O1	14µM*	10	12
38	CCC(Sc1nnnn1-c1ccccc1)C(=O)NC(C)c1ccccc1 (configuration not stated)	0%	-4	1
39	COc1cccc(NC(=O)CN(C)C(=O)c2c(C)noc2C)c1	0%	nt	nt
40	[O-][n+]1ccc(C2CC2)cc1	3%	-19	-1
41	O=C(Nc1ccc2c(c1)OCCO2)NC12CC3CC(CC(C3)C1)C2	-6%	108*	49*
42	COc1ccc(-c2nc(N)nc(C)c2-c2ccc(Cl)cc2)c(O)c1	-12%	-1	-2
43	CCCCc1ccc(-c2nc(NC(=O)C3C4CCC(O4)C3C(=O)O)sc2C)cc1 (configuration not stated)	-2%	58*	44*
44	CCN1CCCC1CNC(=O)Cn1cc2c(n1)CCC(C)C2 (configuration not stated)	-22%	8	2
45	Cc1[nH]nc(SCC(=O)NCC(C)C)c1[N+](=O)[O-]	3%	23	10
46	COc1ccc(-n2nc(C(=O)NCC(=O)O)c3ccccc3c2=O)cc1	10%	-6	-4
47	Cc1cnc(C(=O)OCC(=O)NCc2cccc(Cl)c2)cn1	-5%	nt	nt
48	CC1CN=C(Nc2ccc(F)cc2)S1 (configuration not stated)	-5%	-1	-1

cpd	Pf growth 96h	FBPA Giardia inh	Pf growth 48h
37	?	?	?
38	-1%[5.75 µM]	-5%	?
39	14%	nt	10%
40	-13%	-1%	-4%
41	25%	-15%	129%[activator]
42	?	-6%	?
43	98%[activator]	-15%	33%[activator]
44	14%	-6%	14%
45	?	1%	27%
46	20%	12%	18%
47	4%	nt	-3%
48	13%	9%	4%

Random excerpt: four compounds from above, in no set order.
cpd	SMILES	Sm TGR inh	Shiga inhibitor	CHX counter
48	CC1CN=C(Nc2ccc(F)cc2)S1 (configuration not stated)	-5%	-1	-1
41	O=C(Nc1ccc2c(c1)OCCO2)NC12CC3CC(CC(C3)C1)C2	-6%	108*	49*
46	COc1ccc(-n2nc(C(=O)NCC(=O)O)c3ccccc3c2=O)cc1	10%	-6	-4
38	CCC(Sc1nnnn1-c1ccccc1)C(=O)NC(C)c1ccccc1 (configuration not stated)	0%	-4	1

cpd	Pf growth 96h	FBPA Giardia inh	Pf growth 48h
48	13%	9%	4%
41	25%	-15%	129%[activator]
46	20%	12%	18%
38	-1%[5.75 µM]	-5%	?

Just Pf growth 96h (4 entries from above):
nr | canonical_smiles | Pf growth 96h
36 | COc1ccc(CN2CCOCCOCCN(Cc3ccc(OC)cc3)CCOCCOCC2)cc1 | ?
37 | C#CCNC(=O)C1=C[C@H](c2ccccc2)C[C@H](OCCCCO)O1 | ?
38 | CCC(Sc1nnnn1-c1ccccc1)C(=O)NC(C)c1ccccc1 (configuration not stated) | -1%[5.75 µM]
39 | COc1cccc(NC(=O)CN(C)C(=O)c2c(C)noc2C)c1 | 14%

The listing continues:
cpd	SMILES	Sm TGR inh	Shiga inhibitor	CHX counter
49	COc1ccc(-n2nc(C(=O)NCC(=O)NC(C)C)c3ccccc3c2=O)cc1	14%	-7	2
50	CCOC(=O)c1c(C)[nH]c(C(=O)OCc2ccccc2)c1C	-8%	60*	87*
51	C/C(=N\Nc1ccc(C(=O)O)cc1)c1ccc(Br)cc1	?	42*	21*
52	CCOC(=O)c1c(-n2c(C)cc(C=C3C(=O)NC(=O)NC3=O)c2C)sc2c1CCCC2	-43%	-6	-3
53	CCN1CCN(C(c2cc(OC)ccc2OC)c2nnnn2Cc2ccccc2)CC1 (configuration not stated)	3%	-8	2
54	COc1ccc(C(=O)N(CCc2ccccc2)Cc2ccccc2)cc1S(=O)(=O)N1CCOCC1	-2%	nt	nt
55	COc1cc(/C=N/NC(=O)c2cc(C)n(-c3ccc(F)cc3)c2C)cc(OC)c1O	?	43*	19
56	CC1CC(=O)N(CC(=O)Nc2ccc3c(c2)OCO3)c2ccccc2S1 (configuration not stated)	2%	-2	-2
57	O=C(Oc1ccc(-c2nnco2)cc1)N1CCCCC1	1%	35*	25*
58	O=C(NCc1ccccc1)C(=O)NCC1OCCN1S(=O)(=O)c1ccc(Br)cc1 (configuration not stated)	4%	4	9
59	CC(N=C(NS(=O)(=O)c1ccc(Cl)cc1)c1ccccc1)C(=O)O (configuration not stated)	-17%	-4	-4
60	Cc1ccc(S(=O)(=O)NC(=O)N(C)C2CCCCC2)cc1	-7%	-3	-3

cpd	Pf growth 96h	FBPA Giardia inh	Pf growth 48h
49	21%	-9%	-17%
50	-61%	nt	161%[activator]
51	158%[activator]	8%	352%[activator]
52	?	5%	?
53	?	-11%	-6%
54	8.3µM*	nt	?
55	?	-17%	-28%
56	?	1%	?
57	nt	0%	40%[activator]
58	?	nt	-28%
59	?	10%	-12%
60	44%[activator]	3%	-5%

Next section
cpd	SMILES	Sm TGR inh	Shiga inhibitor	CHX counter
61	CCOc1cc(CN2CCCC(CNC(=O)c3ccc(F)cc3)C2)ccc1OC (configuration not stated)	2%	5	1
62	COc1ccc(OC)c(NC(=O)C2CC(/C=C/c3ccccc3)=NO2)c1 (configuration not stated)	-13%	-6	-7
63	Cc1n[nH]c(=O)c2c(NC(=O)CSc3nnc(C4CC4)n3C)oc(C)c12	?	nt	nt
64	CCCCc1ccc(NS(=O)(=O)c2cccc(C(=O)N3CCCN(C)CC3)c2)cc1	-17%	nt	nt
65	Cn1cc(S(=O)(=O)N2CCCC2)cc1C(=O)NCc1ccccc1Cl	-14%	-7	-2
66	Cc1ccc(NC(=O)CCC(=O)c2cccs2)nc1	50µM*	nt	nt
67	CC1CCC2(CC1)NC(=O)N(CC(=O)N1CCN(c3ccccc3)CC1)C2=O (configuration not stated)	-3%	nt	nt

cpd	Pf growth 96h	FBPA Giardia inh	Pf growth 48h
61	?	-1%	?
62	?	-7%	-2%
63	12%	nt	?
64	?	nt	?
65	-4%	3%	-20%
66	29%	nt	44%[activator]
67	?	nt	-21%

Not a hit list (roughly 24% active in at least one column).
